Assay outcomes from PubChem BioAssay.
Hck-Nef inh: human Hck-Nef kinase inhibition; actives 0.68% (n = 220,000); Recombinant Hck-YEEI plus Nef, Z-Lyte FRET kinase assay; inhibition, % at 20 µM;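 active means Hck-Nef kinase inhibition above about 50%, limit read from the data; inactive means inhibition below that limit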;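 further: 0% = DMSO with Hck plus Nef and 100% = Hck alone without Nef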
PERK inh: human PERK inhibition, primary cell-based screen; Q9NZJ5; CHO PERK-DD fusion, SEAP luminescence translation reporter; actives 0.17% (n = 220,000); inhibition, % at 5.6 µM; AID 1416;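 active means inhibition above the mean inhibition of all tested compounds plus 3 SD, set separately per screening campaign, cut at about 2.9% in these data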;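 further: PERK kinase domain activated by AP20187 dimerizer at 100 nM; 0% = DMSO with dimerizer and 100% = rapamycin at 8.4 µM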
zVAD death inh: L929 zVAD cell death inhibition. actives 0.38% (n = 220,000). L929 zVAD necroptosis rescue, ATP luminescence, 24 h; with zVAD 60 µM. viability rescue, % at 10 µM. AID 1377;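 active means activation, scaled between plate controls, above about 75%, limit read from the data; inactive means activation under that limit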;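 further: 0% = zVAD with DMSO and 100% = DMSO alone without zVAD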
Runt-SMMHC FRET: Runt domain-CBFb-SMMHC interaction inhibition | Q01196+Q13951 | Cerulean-Runt/Venus-CBFb-SMMHC FRET ratio 530/480, 1 h | AID 1434 | inhibition, % at 20 µM | actives 0.74% (n = 220,000);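 active means mean inhibition across duplicate retests at 20 µM reaching about 50%, limit read from the data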;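 further: 0% = DMSO wells and 100% = wells with excess untagged CBFb-SMMHC; inhibitors lower the FRET ratio by blocking Runt binding to CBFb-SMMHC; some results filed as inactive read as strong as hits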
Target sequence (Q01196 whole entry, looked up, the tested form may be a part): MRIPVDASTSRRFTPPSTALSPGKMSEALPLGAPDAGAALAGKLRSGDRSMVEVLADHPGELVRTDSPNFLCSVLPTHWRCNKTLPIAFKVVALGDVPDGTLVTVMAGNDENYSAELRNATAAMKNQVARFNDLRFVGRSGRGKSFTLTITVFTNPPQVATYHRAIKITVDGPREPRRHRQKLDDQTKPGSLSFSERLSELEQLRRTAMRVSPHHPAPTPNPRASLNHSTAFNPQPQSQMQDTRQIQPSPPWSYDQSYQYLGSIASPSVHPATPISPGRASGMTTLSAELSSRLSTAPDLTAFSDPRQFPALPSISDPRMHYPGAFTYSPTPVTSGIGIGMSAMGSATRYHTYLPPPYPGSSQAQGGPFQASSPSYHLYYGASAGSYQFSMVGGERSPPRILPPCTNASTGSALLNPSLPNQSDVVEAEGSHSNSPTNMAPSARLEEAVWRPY
Target sequence (Q13951 whole entry, looked up, the tested form may be a part): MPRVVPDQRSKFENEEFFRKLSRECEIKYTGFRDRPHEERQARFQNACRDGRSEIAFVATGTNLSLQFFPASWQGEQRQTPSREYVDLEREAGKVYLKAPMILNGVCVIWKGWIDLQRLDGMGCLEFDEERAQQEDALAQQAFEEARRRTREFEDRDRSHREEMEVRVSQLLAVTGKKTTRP
TNF death inh: inhibitors of TNF-alpha induced necroptosis in Jurkat FADD-/- cells; Jurkat FADD-/- TNF necroptosis rescue, ATP luminescence, 24 h; 0 = TNF only, 100 = no-TNF cells; activation (protection from cell death), % at 10 µM; actives 0.068% (n = 220,000); AID 463075;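 active means activation, meaning protection from cell death, of at least 50% relative to plate controls; inactive means activation below 50%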;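 further: necroptosis triggered by 40 ng/mL TNF-alpha added together with compound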
PGE2 EP2 inh: inhibitors of human EP2 prostaglandin E2 receptor. P43116. C6 glioma cells expressing human EP2, cAMP TR-FRET; cells stimulated with saturating PGE2. inhibition, % at 25 µM. actives 0.52% (n = 260,000). AID 1422;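 active means percent inhibition above 40 after rounding to a whole number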;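 further: rat C6 glioma host cells with rolipram phosphodiesterase inhibitor present; the protocol text gives 20 µM as final concentration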
EP2 mod: modulates human prostaglandin E2 receptor EP2 signaling; actives 0.83% (n = 260,000); P43116; EP2-expressing cells, cAMP HTRF FRET, PGE2 co-stimulation; induction, % at 25 µM;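 active means compounds whose cAMP rise, as percent of the full-agonist control response, exceeds 60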;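 further: rat C6 glioma line stably carrying human EP2 under a CMV promoter; the protocol text gives 20 µM as final concentration; 100% = response of wells given 1 µM PGE2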
RBBP9 inhibitor: blocks human serine hydrolase RBBP9 | O75884 | recombinant RBBP9, FP-Rh probe fluorescence polarization | inhibition, % at 7.94 µM | actives 0.2% (n = 220,000);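 active means inhibition above the campaign mean of all tested compounds plus 3 SD, cut at about 14% in these data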;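 further: plate controls were DMSO wells with RBBP9 for no effect and wells lacking RBBP9 protein for full effect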
Target sequence (O75884 whole entry, looked up): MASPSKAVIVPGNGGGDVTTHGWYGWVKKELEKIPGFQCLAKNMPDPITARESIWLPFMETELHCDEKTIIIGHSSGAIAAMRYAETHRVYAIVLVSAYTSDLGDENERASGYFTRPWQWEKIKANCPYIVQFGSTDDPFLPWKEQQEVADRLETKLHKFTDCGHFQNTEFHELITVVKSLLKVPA
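Test system: recombinant human RBBP9. Quantity: 2.5 µM RBBP9 dispensing solution, before mixing. Detection: FP readout at 525/598 nm. Reagent: Serine-hydrolase probe FP-Rh, 375 nM pre-mixing. Measure: % inhibition. Control set: DMSO-treated enzyme wells and wells lacking RBBP9. Buffer or medium: Tris-NaCl-Pluronic buffer, pH 8.0. Times: preincubation 30 min plus labeling 45 min at 25 °C.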
Runt-CBFb FRET: blocks binding of human RUNX1 Runt domain to CBFb. Q01196+Q13951. Cerulean-Runt/Venus-CBFb FRET ratio 530/480, 1 h. inhibition, % at 20 µM. actives 0.46% (n = 220,000). AID 1496;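 active means inhibition over about 50% at 20 µM in the single-dose screen, limit read from the data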;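 further: 0% = DMSO wells and 100% = excess unlabeled CBFb competitor control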
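test system = Cerulean-Runt domain fusion protein, energy donor | probe or stimulus = Venus-CBFb binding partner, 100 nM | incubation = two 1 h room-temperature incubations shielded from light | detection = fluorescence energy transfer, 422 nm excitation, 530/480 nm emission | measure = loss of energy transfer signal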
Numbers without * were called inactive; . = not tested or not shown; & = joins results of further samples.

SMILES	Hck-Nef inh	PERK inh	zVAD death inh	Runt-SMMHC FRET	TNF death inh	PGE2 EP2 inh	EP2 mod	RBBP9 inhibitor	Runt-CBFb FRET
COc1ccc(N(CC(=O)Nc2ccc3c(c2)OCO3)S(=O)(=O)c2ccc(C)cc2)cc1OC	19	-1.0	0.5	4	-0.1	10	9	-3	0
CC1CCN(CC(O)COc2cccc(F)c2)CC1 (stereo not drawn)	0	0.2	0.0	2	0.7	20	-2	-7	0
Cc1cc(C)cc(NC(=O)Nc2cccc(S(N)(=O)=O)c2)c1	7	1.2	7.5	-1	3.9	16	-29	-3	0
O=C(CN1CCN(Cc2ccccc2Cl)C1=O)NCc1ccco1	-1	1.6	0.0	6	-1.7	7	6	-4	-1
O=C1/C(=C\Nc2ccc(OC(F)(F)F)cc2)CCN1c1ncccn1	-2	0.4	0.5	4	1.0	8	-9	0	3
CCCCCOC(=O)Cc1c(O)c2ccccc2n(C)c1=O	0	0.9	0.8	1	0.2	9	23	-4	4
O=c1oc(-c2ccccc2[N+](=O)[O-])nc2ccccc12	3	1.1	-0.1	0	-7.3	9	2	-4	-1
CCOC(=O)c1c(CN2CCN(c3ccccc3)CC2)oc2ccc(O)cc12	-2	-0.4	1.0	1	1.3	5	44	-5	2
CCOC(=O)c1cnc2ccc(OCC)cc2c1N(C)Cc1ccccc1	12	-1.0	2.8	-9	1.5	5	90*	5	-10
CCCCc1ccc(NC(=S)NCc2ccccc2OC)cc1	-18	1.2	-0.9	-1	-13	6	-13	-2	-1
O=C(N/N=C/c1cccc(OCc2ccccc2)c1)c1ccc(Br)cc1	4	1.6	0.1	-3	-1.9	6	7	-10	2
CCOc1ccc(NC(=O)CSc2nnc(-c3ccccc3)n2N)cc1	8	0.4	0.7	-7	0.9	16	23	7	-4
N#Cc1cc2c(nc1SCC1COc3ccccc3O1)CCC2 (stereo not drawn)	2	-0.9	3.3	4	0.4	13	43	-6	0
O=C(Nc1ccccc1)C1=C[C@@H](c2ccc(C(F)(F)F)cc2)C[C@@H](OCc2ccc(CO)cc2)O1	7	-0.3	5.8	1	6.0	8	-33	-15	0
O=C(CSc1nnc(-c2cnccn2)n1Cc1ccco1)c1ccccc1	1	-0.4	1.1	1	-0.3	2	3	4	5
C=CCc1ccccc1OCC(O)CNC(C)C (stereo not drawn)	1	-0.2	1.4	0	1.4	11&8&13	-5&6&5	-5	-3
CCOC(=O)N1CCC(NC(=O)c2cc3c(C)nc4ccccc4c3o2)CC1	2	-0.6	-0.3	2	-5.9	9	-8	-8	-2
Cc1c(C)c(C)c(S(=O)(=O)N2CCSCC2)c(C)c1C	3	0.1	0.1	-2	1.1	15	38	-9	0
Cc1ccc(S(=O)(=O)N2CCN(CC(=O)N/N=C/c3ccc(Br)s3)CC2)cc1	0	-0.5	2.2	-2	4.0	5	-10	-3	-2
O=C(Cn1c(NCCO)nc2ccccc21)c1cccs1	1	1.4	0.4	4	-2.8	10	-1	-4	-1

Shown with two lines to a compound: entries from further up.
Every second line gives: Hck-Nef inh | PERK inh | zVAD death inh | Runt-SMMHC FRET | TNF death inh | PGE2 EP2 inh | EP2 mod | RBBP9 inhibitor | Runt-CBFb FRET
> CC1CCN(CC(O)COc2cccc(F)c2)CC1 (stereo not drawn)
→ 0 | 0.2 | 0.0 | 2 | 0.7 | 20 | -2 | -7 | 0
> Cc1cc(C)cc(NC(=O)Nc2cccc(S(N)(=O)=O)c2)c1
→ 7 | 1.2 | 7.5 | -1 | 3.9 | 16 | -29 | -3 | 0
> O=C(CN1CCN(Cc2ccccc2Cl)C1=O)NCc1ccco1
→ -1 | 1.6 | 0.0 | 6 | -1.7 | 7 | 6 | -4 | -1

Next part.
SMILES	Hck-Nef inh	PERK inh	zVAD death inh	Runt-SMMHC FRET	TNF death inh	PGE2 EP2 inh	EP2 mod	RBBP9 inhibitor	Runt-CBFb FRET
O=C(NCc1ccc2c(c1)OCO2)c1ccc(COc2cccc(Cl)c2)o1	2	1.2	0.0	0	-2.8	.	-40	-7	0
Cc1ccc(/C=N/N2CCN(Cc3ccc(Cl)cc3)CC2)o1	2	-0.5	-0.1	11	-6.2	11	-16	-9	24
CS(=O)(=O)c1nc(-c2ccccc2)cc(C(F)(F)F)n1	7	0.3	1.7	0	-27	.	-19	-4	9
O=c1c2ccccc2nc(SCc2cc([N+](=O)[O-])cc3c2OCOC3)n1-c1ccccc1	-2	0.2	-0.6	4	2.3	3	3	0	0
O=C(Cc1cn2ccsc2n1)NCCc1ccc(F)cc1	-1	0.1	2.0	2	1.0	13	8	-3	-2
CCOC(=O)c1ccc(-n2cncn2)nc1	-3	0.1	-0.1	0	-0.9	16	-7	2	2
CCOc1ccccc1Nc1nc2ccccc2n2cnnc12	-5	1.1	.	3	-2.0	7	9	0	-2
O=C(NNS(=O)(=O)c1ccccc1[N+](=O)[O-])c1ccncc1	3	0.5	-0.2	0	0.2	5	25	-8	0
O=c1cc2c(=O)oc3cc(O)c(O)oc3c2c(O)c1O	35	1.3	0.4	-252	2.2	11	-7	-1	35
O=S(=O)(c1cccc(NC(=S)N2CCN(c3ccccc3F)CC2)c1)C(F)F	3	0.8	-0.2	2	1.0	6	-7	-10	4
Cc1ccc(CSc2nnc(NC(=O)Cn3cnc4ccccc4c3=O)s2)cc1	12	1.3	1.2	-4	0.0	7	-10	-1	-2
CCN(CC)S(=O)(=O)c1ccc(C(=O)OCC(=O)Nc2sc3c(c2C#N)CCCCC3)cc1	5	0.5	1.3	2	2.1	5	-11	-9	7
CC1CCCCN1C/C=C/c1ccccc1[N+](=O)[O-] (stereo not drawn)	-1	0.3	0.1	2	0.3	2	14	-5	-1
COc1ccc(OCC(=O)Nc2ccccc2C(=O)NC(C)C)cc1	12	-0.1	3.7	3	3.7	8	-13	-4	0
Cc1cc(C(=O)COC(=O)Cn2cnc3c2c(=O)n(C)c(=O)n3C)c(C)n1C	0	0.4	-0.1	-1	-0.3	6	18	0	1
O=C(N=Nc1c(O)n(Cc2ccccc2)c2ccccc12)c1ccncc1	-5	0.7	-0.1	-5	-5.6	1	13	5	-4
CSc1nnc(-c2cc3c(-c4ccccc4)nn(C)c3s2)n1C	1	-1.0	-0.5	-1	-7.4	17	1	-10	-4
COc1ccc(CN(C2CCCCC2C)S(=O)(=O)c2ccc(S(=O)(=O)N(C)C)cc2)cc1OC (stereo not drawn)	0	-0.7	-0.7	-2	6.2	12	5	-1	-7
COc1cccc(OCc2nc3ncc(Br)cc3[nH]2)c1	0	-0.1	0.5	-2	-5.4	4	-35	0	0
Cn1nnnc1SCC(=O)NC(=O)NCc1ccccc1	5	1.1	0.5	-5	1.6	13	19	-4	-3
CCN(CC)C(=O)CSc1nc2ccc(NC(=O)CSc3nnc(COc4ccccc4C)n3C)cc2s1	1	0.1	0.0	-5	-14	18	-26	4	-10
CCOC(=O)N1CCN(S(=O)(=O)c2cc(OCC)ccc2OCC)CC1	2	-0.5	0.5	2	2.5	21	22	-9	-2
COc1ccc(-n2nnnc2SCC(=O)Nc2ccc3c(c2)OCCO3)c(OC)c1	-1	-1.1	-0.1	2	1.0	10&10	-52&-93	-6	-1
CSCCC(NS(=O)(=O)c1cccs1)C(=O)NCc1ccc(C)cc1 (stereo not drawn)	-12	-0.8	.	3	-1.0	3	7	-7	1
CC(=O)N1CCN(c2ccc(C(N)=O)cc2[N+](=O)[O-])CC1	13	0.5	1.6	-1	1.5	4	8	-4	-2
CC(=O)Nc1nc(-c2cc([N+](=O)[O-])cs2)cs1	15	-0.2	6.6	-7	0.1	18	-18	-9	-4
O=C(NC1CCCC1)c1ccccc1-c1nc2ccccc2[nH]1	1	-0.2	0.6	-1	0.6	6	-20	-4	0
NC(=O)COc1c(-c2ccco2)oc2ccccc2c1=O	-49	0.8	0.2	-17	0.2	9	-20	3	0
CC[C@@H]1CC=C[C@H]2[C@H]1C(=O)N(Cc1ccccc1)[C@H]2c1ccc2ccccc2c1	10	.	0.3	1	-4.4	5	34	.	3
COC(=O)c1ccc(/C=N/Nc2nc(N3CCCCC3)nc(N3CCCCC3)n2)cc1	-10	1.2	0.4	2	1.2	9	2	5	-1
Cn1cccc1/C=C1\SC(=O)N(CC(=O)Nc2ccc(Cl)cc2)C1=O	0	-0.8	1.1	-2	0.3	.	-7	-7	-1
COc1cccc(-c2nc3ccccc3s2)c1O	19	-0.2	1.6	46	1.9	16	-59	-6	23
O=C1CC(N2CCN(c3ccccc3Cl)CC2)C(=O)N1c1ccccc1 (stereo not drawn)	-2	-0.2	1.2	4	-0.4	16	-15	-6	1
Nc1cc2c(cc1C(=O)c1cccc(Br)c1)OCCO2	3	0.2	0.7	-1	-7.2	3	23	-6	0
O=C1/C(=C/c2cccnc2)CCC/C1=C\c1cccnc1	8	0.8	-0.8	14	31	15	-52	-1	1
COCCCNc1cc(C)nc2ccccc12	2	0.3	0.0	1	1.5	10&26	-11&10	-7	0
Cc1cc(CSc2ccccc2)ccc1NC(=O)c1ccc(Br)cc1	3	1.6	1.1	-2	1.9	8	16	0	2
CCCCCCNCCn1cnc2c(N)ncnc21	0	1.3	-0.1	2	-1.3	2	9	-7	-1
CC1CCN(C(=O)C2CCN(CCCc3ccccc3)CC2)CC1	-5	0.1	-0.1	1	-2.4	9&10	19&-15	1	-4
Cc1cccc(OCc2nc(-c3ccc(-n4cccc4)cc3)no2)c1	1	0.4	0.0	-5	0.3	8	-3	2	0
COc1ccc2nc(N3CCCC3)[nH]c2c1	0	0.9	0.4	0	0.7	5	6	-3	-2
O=C1CSC(=Nc2cc(Cl)ccc2Cl)N1	0	1.0	0.2	-3	-1.0	5	26	0	0
Fc1c(F)c(F)c(/C=N/NC(=S)Nc2cccnc2)c(F)c1F	21	1.2	20	1	-14	15	-59	0	3
N/C(CS(=O)(=O)c1ccccn1)=N\OC(=O)c1ccc(Cl)cc1	5	0.7	-0.8	-2	1.5	6	-35	-5	-1

7 compounds from above, ordered by the number in PERK inh, low to high.
| SMILES | PERK inh |
| --- | --- |
| Cc1ccc(/C=N/N2CCN(Cc3ccc(Cl)cc3)CC2)o1 | -0.5 |
| O=C(CSc1nnc(-c2cnccn2)n1Cc1ccco1)c1ccccc1 | -0.4 |
| CC(=O)Nc1nc(-c2cc([N+](=O)[O-])cs2)cs1 | -0.2 |
| CC1CCCCN1C/C=C/c1ccccc1[N+](=O)[O-] (stereo not drawn) | 0.3 |
| Cc1cc(C(=O)COC(=O)Cn2cnc3c2c(=O)n(C)c(=O)n3C)c(C)n1C | 0.4 |
| N/C(CS(=O)(=O)c1ccccn1)=N\OC(=O)c1ccc(Cl)cc1 | 0.7 |
| COC(=O)c1ccc(/C=N/Nc2nc(N3CCCCC3)nc(N3CCCCC3)n2)cc1 | 1.2 |

The list is partial; count on the stated rates, not on these rows.
